# ADAM10 inh: human ADAM10 inhibitors, primary screen, biochemical, QFRET, HTS; recombinant ADAM10, EDANS/DABCYL FRET peptide cleavage, 3 h; inhibition, % at 7 µM; AID 720582, 2013; Disintegrin and metalloproteinase domain-containing protein 10 (Homo sapiens), O14672; hit rate 0.62% among 370,000;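 active = inhibition above a per-campaign cutoff equal to the mean of compounds falling between control-based bounds plus 3 SD, cut at about 20% in these data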;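 also: 0% = DMSO wells while the 100% control is not disclosed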
# sPLA2-III inh: human group III sPLA2 inhibitors, primary screen, biochemical, QFRET, BODIPY PC-A2 liposome substrate. AID 743126, 2013. inhibition, % at 12.2 µM. QFRET BODIPY PC-A2 liposome hydrolysis, fluorescence. hit rate 0.56% among 370,000. Group 3 secretory phospholipase A2 (Homo sapiens), Q9NZ20;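 active = inhibition above mean plus 3 SD of compounds lying within the high and low control bounds, cut at about 19% in these data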;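 also: 0% = median of test compound wells and 100% = no enzyme DMSO wells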
# ADAM17 inh: ADAM17 inhibitors, primary screen, biochemical, QFRET; recombinant ADAM17, EDANS/DABCYL FRET peptide cleavage; hit rate 0.83% among 370,000; inhibition, % at 6.95 µM;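 active = inhibition above the mean of compounds lying between control limits plus 3 SD, set per campaign, cut at about 8.5% in these data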;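 also: 0% = DMSO-only wells as the low control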
# Target sequence (P78536 215-824 limits assumed): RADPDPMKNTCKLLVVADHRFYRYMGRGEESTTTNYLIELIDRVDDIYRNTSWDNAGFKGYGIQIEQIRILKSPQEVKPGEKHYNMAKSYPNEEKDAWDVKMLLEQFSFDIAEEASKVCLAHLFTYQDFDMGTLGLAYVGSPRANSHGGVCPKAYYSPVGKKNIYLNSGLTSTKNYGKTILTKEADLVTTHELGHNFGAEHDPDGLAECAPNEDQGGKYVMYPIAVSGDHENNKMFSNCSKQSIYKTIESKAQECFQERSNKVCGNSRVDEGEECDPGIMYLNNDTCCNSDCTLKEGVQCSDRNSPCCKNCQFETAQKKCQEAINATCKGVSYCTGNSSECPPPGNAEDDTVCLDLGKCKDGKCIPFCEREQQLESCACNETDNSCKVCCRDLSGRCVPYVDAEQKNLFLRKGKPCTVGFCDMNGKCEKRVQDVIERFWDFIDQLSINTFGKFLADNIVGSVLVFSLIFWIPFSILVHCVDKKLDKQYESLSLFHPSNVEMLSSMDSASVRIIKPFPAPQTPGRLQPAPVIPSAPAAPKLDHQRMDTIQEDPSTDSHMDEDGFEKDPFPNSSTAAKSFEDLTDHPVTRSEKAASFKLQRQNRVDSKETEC
# PLCg1 inh: PLC-gamma1 enzyme inhibitors, primary screen, biochemical, fluorescence, purified enzyme; hit rate 0.84% among 370,000; inhibition, % at 12.2 µM; fluorogenic substrate; 1-phosphatidylinositol 4,5-bisphosphate phosphodiesterase gamma-1 (Homo sapiens), P19174; in the data active = inhibition above about 9.5%
# FXN GAA850 act: FXN promoter activators, primary screen, cell-based, luciferase luminescence, HEK293 lucGAA850 | HEK293 lucGAA850 FXN promoter luciferase reporter, 24 h; percent of 10 µM SAHA response | AID 540364, 2011 | hit rate 0.56% among 360,000 | activation, % at 6 µM;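 active = activation above the average of all compounds screened plus 3 SD, cutoff fixed separately per campaign, cut at about 7.5% in these data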;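 also: 0% = DMSO wells and 100% = 10 µM SAHA wells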
# ssDAF12 agonist: S. stercoralis DAF-12 nuclear receptor activators, primary screen, cell-based, luminescence, HEK293, GRIP1 co-expression, lit1-tk-luc. hit rate 1% among 370,000. activation, % at 6.8 µM. Nuclear hormone receptor DAF-12 (Strongyloides stercoralis). HEK293 ssDAF-12/GRIP1 lit1-tk-luc reporter; % of 3 µM dafachronic acid response;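 active = activation above the mean over all tested compounds plus 3 SD, cut at about 0.9% in these data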;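 also: 0% = DMSO-only wells and 100% = 3 µM delta7-dafachronic acid wells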
# DAX1 inh-1: DAX1 (NR0B1) inhibitors on StAR promoter, primary screen, cell-based, luminescence, SF-1 (NR5A1), full-length DAX-1 | HEK293T StAR-luciferase reporter, SF-1/DAX-1 repression relief | inhibition, % at 6.8 µM | hit rate 1.1% among 370,000 | AID 652010, 2013;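 active = inhibition above the mean over all tested compounds plus 3 SD, cut at about 3.6% in these data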;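 also: 0% = DAX-1 cells with DMSO and 100% = cells lacking DAX-1 with DMSO; higher inhibition means more luminescence from relief of DAX-1 repression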
# hgDAF12 agonist: H. glycines DAF-12 receptor agonists, primary screen, cell-based, luminescence, HEK293, GAL4 fusion, UAS-luciferase; AID 687014, 2013; activation, % at 6.8 µM; HEK293 GAL4-hgDAF12 UAS-luciferase reporter, agonist luminescence; normalized to butyrate control; hit rate 1.8% among 370,000;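 active = activation above a cutoff set at the mean of all screened compounds plus 3 SD, cut at about 10% in these data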;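 also: 0% = DMSO wells and 100% = sodium butyrate wells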
# DAX1 inh-2: DAX1 (NR0B1) inhibitors, primary screen, cell-based, HEK293, Gal4-DAX1, luciferase luminescence. hit rate 0.99% among 340,000. inhibition, % at 6.75 µM. Nuclear receptor subfamily 0 group B member 1 (Homo sapiens), P51843. HEK293 Gal4-DAX1 luciferase reporter. AID 504766, 2011;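 active = inhibition above the mean over all tested compounds plus 3 SD, cut at about 4.2% in these data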;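 also: 0% = DAX1-transfected cells with DMSO and 100% = empty-vector control cells with DMSO; inhibition shows as a rise in luminescence from relieved DAX1 repression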
# Target sequence (P51843 207-470 limits assumed): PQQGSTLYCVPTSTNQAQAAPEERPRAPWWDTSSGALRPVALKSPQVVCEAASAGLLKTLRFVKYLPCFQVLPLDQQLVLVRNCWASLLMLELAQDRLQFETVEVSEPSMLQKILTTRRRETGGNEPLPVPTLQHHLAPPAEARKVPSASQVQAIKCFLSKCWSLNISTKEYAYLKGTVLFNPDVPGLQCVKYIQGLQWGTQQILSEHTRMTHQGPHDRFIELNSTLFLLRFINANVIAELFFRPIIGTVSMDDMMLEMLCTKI
# PLCb3 inh: human PLC-beta3 inhibitors, primary screen, biochemical, fluorescence | inhibition, % at 12.2 µM | Purified PLC-beta3, fluorogenic substrate | hit rate 0.18% among 370,000; in the data active = inhibition above about 11%;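 also: 0% = median of compound wells on plate and 100% = full blocker control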
# hcDAF12 agonist: H. contortus DAF-12 nuclear receptor activators, primary screen, cell-based, luminescence, HEK293, lit1-tk-luc reporter; HEK293 hcDAF-12 lit1-tk-luc reporter; 0% DMSO, 100% Δ7-dafachronic acid; activation, % at 6.8 µM; hit rate 1.4% among 370,000;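 active = activation above the mean of all tested compounds plus 3 SD, cut at about 5.5% in these data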;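 also: 100% = response to 3 µM Δ7-dafachronic acid high control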
# Starred values were filed as active, the others as inactive; . = no result given.
# Start of the data: the first two entries, to show the layout:
# Fields – ADAM10 inh	sPLA2-III inh	ADAM17 inh	PLCg1 inh	FXN GAA850 act	ssDAF12 agonist	DAX1 inh-1	hgDAF12 agonist	DAX1 inh-2	PLCb3 inh	hcDAF12 agonist
> Cc1ccc(-n2ncc(C(=O)N3CCN(C(=O)c4ccco4)CC3)c2-n2cccc2)cc1
 : -5	-1	-5	-3	2.0	-1.6	0.1	-3.3	-0.4	-14	-0.1
> COc1ccc(C(CNC(=O)c2ccco2)N2CCOCC2)cc1 (stereo not given)
 : -3	-11	-1	-2	1.4	-0.9	1.3	1.2	0.6	-4	1.9

# The whole of this part, previewed entries included:
# Fields – ADAM10 inh	sPLA2-III inh	ADAM17 inh	PLCg1 inh	FXN GAA850 act	ssDAF12 agonist	DAX1 inh-1	hgDAF12 agonist	DAX1 inh-2	PLCb3 inh	hcDAF12 agonist
> Cc1ccc(-n2ncc(C(=O)N3CCN(C(=O)c4ccco4)CC3)c2-n2cccc2)cc1
 : -5	-1	-5	-3	2.0	-1.6	0.1	-3.3	-0.4	-14	-0.1
> COc1ccc(C(CNC(=O)c2ccco2)N2CCOCC2)cc1 (stereo not given)
 : -3	-11	-1	-2	1.4	-0.9	1.3	1.2	0.6	-4	1.9
> COC(=O)c1cc(OC)c(OC)cc1NC(=O)CSCc1c(C)noc1C
 : -48	4	-12	-1	-0.8	-0.5	-1.8	-1.0	0.6	-10	-1.8
> COc1ccc([N+](=O)[O-])cc1NC(=O)COC(=O)Cn1cnc2ccccc2c1=O
 : 5	-1	3	7	0.8	-1.1	-1.6	0.6	-0.3	-6	0.0
> COCCN(C(=O)c1csnn1)C(C(=O)NC1CCCCC1)c1ccccc1 (stereo not given)
 : -4	4	2	0	1.4	-0.8	0.2	-0.7	0.1	-3	-1.5
> COc1cccc(/C=N/NC(=O)CCc2c(C)n[nH]c2C)c1
 : -17	1	-2	0	1.2	-1.8	0.7	-2.3	0.0	2	-0.7
> CCCCN1CC(COCc2ccccc2)Oc2cccc(Oc3ccc(OC)cc3)c2S1(=O)=O (stereo not given)
 : 1	-7	6	1	1.8	-0.4	0.0	0.7	-1.5	0	-0.8
> COc1cc(CNC(=O)c2ccc3oc(C(C)C)nc3c2)cc(OC)c1
 : -27	-1	-4	-2	1.1	-0.9	-2.7	-0.6	0.0	-6	-2.9
> COc1ccc(NC(=O)COc2ccc(C(=O)c3ccc(F)cc3)cc2)cc1S(N)(=O)=O
 : 8	-8	1	0	-1.3	-0.7	-0.9	-1.9	-1.6	-3	-2.8
> Cc1cccc(C(=O)OCC(=O)N2CC(C)CC(C)C2)c1C (stereo not given)
 : 2	-4	-1	-1	0.7	-1.3	0.2	0.6	1.9	1	0.6
> CCN(CC)CCn1c2c(c(SCC(=O)Nc3nc4ccc(C)cc4s3)nc1=O)CCC2
 : -2	-1	8	4	-0.1	-0.9	0.9	2.8	-0.4	2	-1.9
> CC(CN1CCCC1)C(=O)NN (stereo not given)
 : -8	4	-7	-1	-1.2	-2.0	-0.6	-2.3	0.0	-7	-1.0
> Cc1ccc(CC(=O)Nc2ccccc2N2CCOCC2)cc1C
 : -3	6	-1	-7	-1.1	-0.8	0.5	-0.2	-0.4	-9	-0.6
> Cc1ccc(NC(=O)NCCN2CCCCC2)cc1Cl
 : 7	-5	4	6	0.2	-0.3	0.2	-0.4	1.6	-3	0.1
> Cc1cc(C)n(CCC(=O)Nc2ccc(-c3ccno3)cc2)n1
 : -13	-12	-2	-14	-0.6	-1.0	0.2	1.3	-0.2	-25	-0.8
> O=C1NC(=S)S/C1=C/c1ccc(OC(=O)c2ccco2)cc1
 : -2	-1	0	0	-0.1	-0.9	0.1	-0.1	0.2	-1	0.3
> O=C(CN1CCN(S(=O)(=O)c2cccc(F)c2)CC1)Nc1ccnn1C1CCCC1
 : -4	-3	-5	-1	1.3	-0.8	-1.3	0.5	0.1	-1	-0.8
> Cc1ccc(C2=NN(C(=O)CCl)C(c3ccco3)C2)o1 (stereo not given)
 : -10	1	-5	-2	-12	-1.5	-0.9	1.4	-0.8	-7	-0.4
> CCCCN(Cc1cc2cc(OC)ccc2[nH]c1=O)C(=O)COc1ccccc1
 : -11	3	-6	0	0.6	-1.5	0.2	-0.2	0.9	0	-1.0
> CCOC(=O)c1nnc(-c2ccccc2)nc1NCc1ccccc1
 : -4	6	4	0	1.0	-1.6	0.3	-1.4	0.5	-1	-0.2
> CCc1c(C)nc2cc(-c3cc(OC)cc(OC)c3)nn2c1N1CCN(CCN2CCOCC2)CC1
 : -6	-5	-7	-40	-0.3	-1.3	-1.1	-0.5	0.4	-46	-1.6
> COc1ccc(Cc2c(Cl)ncnc2Cl)cc1
 : 0	-1	4	-1	-1.5	-1.0	-0.2	-1.1	-1.4	1	1.2
> O=C(Nc1cccc(S(=O)(=O)C(F)F)c1)c1ccc(Cl)c(S(=O)(=O)N2CCOCC2)c1
 : 10	-32	4	6	-2.4	-2.1	-1.8	-5.7	-2.3	-3	-3.0
> CC1(C)CC2CC(C)(CN2C(=O)COC(=O)c2cncc(Br)c2)C1 (stereo not given)
 : -3	-7	-6	-19	0.7	-1.2	2.5	0.7	0.2	-3	-0.7
> Cc1cccc(/C=C/c2onc(C)c2S(=O)(=O)N2CCC(C(=O)N3CCC(C)CC3)CC2)c1
 : -1	-7	-1	0	1.3	-1.3	0.7	1.3	1.4	-4	1.5
> CCc1ccc(-c2nc(CN3CCC(C(=O)NCc4ccco4)CC3)c(C)o2)cc1
 : 1	-18	3	4	.	-0.4	-0.9	2.2	.	0	0.4
> COc1ccccc1COc1ccc2c(C)c(CC(=O)O)c(=O)oc2c1C
 : -274	-1	-102	-40	0.9	-0.9	0.7	5.2	0.3	-62	-0.1
> CC1(C)C(C#N)=C(N)Oc2c1c(=O)oc1ccccc21
 : -1	4	-2	-3	2.9	-1.1	0.0	-5.3	-0.4	-12	-1.8
> CCn1c2ccccc2c2cc(NC(=O)CSc3nnc(-c4ccccc4OC)n3N)ccc21
 : 7	-16	1	4	8.4*	-1.6	0.0	-0.9	0.2	-1	-1.4
> COc1ccc(CN2CCC(C(=O)Nc3ccc(Oc4ccccc4)nc3)CC2)cc1F
 : 8	-22	3	-3	-3.1	-1.7	-3.5	-3.0	-1.8	-4	-3.9
> CSCCC(C(=O)Nc1c(C)cccc1C)N1CCC(Cc2ccccc2)CC1 (stereo not given)
 : -10	-1	2	1	.	-1.0	-0.6	0.5	.	4	0.8
> CCCCC(=O)OCCNC(=O)c1cc2ccccc2oc1=O
 : -53	-34	-21	-10	1.4	-1.4	-0.4	1.2	-0.6	-9	1.1
> COn1c(=O)c(-c2ccc(C)cc2)[n+]([O-])c2ccccc21
 : -14	5	-9	-15	4.8	0.3	0.3	0.3	0.1	-27	4.8
> COc1ccccc1NC(=O)CCN1CC(C)OC(C)C1 (stereo not given)
 : 0	-5	0	3	1.8	-0.6	-0.3	1.9	0.4	2	-0.7
> COc1ccccc1NC(=O)C1=C(C)NC(SCC(=O)Nc2ccc(C(=O)O)cc2)=C(C#N)C1c1cccs1 (stereo not given)
 : 7	-9	-4	2	-2.1	-1.2	0.3	-1.0	2.2	-9	-0.2
> O=C(CCC1CCCCC1)Nc1ncn[nH]1
 : -5	-2	-2	0	0.5	-1.4	-0.4	1.5	1.6	0	-0.9
> CCOc1cc(NC(=S)NCCCOC)c(OCC)cc1NC(=O)c1cccs1
 : -5	5	-1	0	-1.3	-1.4	-0.3	-1.4	0.0	5	-1.1
> CCC(C)(C)NC(=O)c1ccccc1Oc1ccccc1
 : 1	2	-1	5	-0.3	-1.3	0.6	0.1	0.8	0	-1.0
> CCSc1ccccc1C(=O)N1CCN(c2ccc([N+](=O)[O-])cc2)CC1
 : 0	-6	0	2	2.8	-2.5	-2.5	-3.6	-4.3	-2	-3.8
> O=C(NCc1ccco1)c1ccc2sc([C@@H]3O[C@H](CO)[C@H](O)[C@H](O)[C@H]3O)nc2c1
 : -5	0	-4	-2	-0.4	-0.2	1.1	1.1	.	-2	-0.3
> CC1CCC(NC(=O)CC(NC(N)=O)c2ccccc2Cl)CC1 (stereo not given)
 : -8	15	-5	0	0.5	-0.5	1.1	1.7	-0.2	-4	-0.7
> Cc1cc(NC(=O)CCC(=O)N(CC(=O)NC2CCCC2)c2ccc(Cl)c(Cl)c2)no1
 : -7	0	2	-2	-0.7	-0.8	0.2	0.1	0.1	0	-1.5
> COc1ccc(CC(=O)N2CCN(S(=O)(=O)c3ccc(Cl)s3)CC2)cc1
 : 2	-5	1	0	0.9	-0.9	0.6	-1.9	-0.6	-3	0.9
> O=c1c2ccccc2nnn1Cc1ccc(Br)cc1
 : 2	-4	-4	0	4.1	-1.7	-0.2	3.5	-1.3	-3	0.0
> CCOC(=O)CN1CC23C=CC(O2)C(C(=O)NC2CCCCC2)C3C1=O (stereo not given)
 : 7	-1	-3	1	1.2	-0.6	-0.3	1.7	1.6	5	-0.3
> CC(C)Cn1c(SCC(=O)N2CCN(S(=O)(=O)c3ccccc3)CC2)nc2ccccc21
 : 5	-17	0	2	-3.2	-2.2	-1.5	-2.5	-0.9	0	-1.8
> O=C(Nc1cccnc1)c1cc(-c2cccc(Br)c2)nc2ccccc12
 : 11	-12	4	4	-1.1	-1.2	-3.1	-1.3	-0.3	-6	-1.6
> COC(=O)c1cc2ccsc2n1CC(=O)N(C)c1ccccc1
 : -7	2	-5	1	-2.5	-1.0	0.1	2.8	0.6	0	0.7
> N#C/C(=C\c1ccc[nH]1)C(=O)N1CCCCC1
 : 4	-2	-1	2	0.6	-0.4	-0.5	0.1	.	-2	-1.5
> COc1ccc(C(CNC(=O)c2ccc(OCc3csc(C)n3)cc2)N2CCCC2)cc1 (stereo not given)
 : -2	-8	-1	-3	-2.2	-0.2	1.8	-0.4	2.6	4	1.3
> CNC(=O)c1ccc2cc(OC)c(OC)cc2c1
 : -26	12	-6	-1	-1.9	-0.5	-1.1	-0.1	0.9	-1	0.5
> Cc1cccc(C)c1OCc1cc(C(=O)N2CCCC2c2nonc2C)no1 (stereo not given)
 : 8	-14	-4	-1	2.3	-0.7	-0.7	-1.1	-0.9	-6	-0.5
> Cn1c(SCC(=O)NC2CCS(=O)(=O)C2)nnc1-c1ccco1 (stereo not given)
 : -12	5	-4	-2	1.4	-0.9	-1.1	0.5	0.1	-6	-1.2
> Cc1cc(C(=O)Nc2ccc3c(c2)CCC3)ccc1[N+](=O)[O-]
 : 7	7	0	0	3.6	-0.4	1.2	14*	.	-5	2.2

# Screening data from PubChem.
